SARS 3CLpro inh – SARS-CoV 3CLpro protease inhibition | P0C6X7 | recombinant SARS-CoV 3CLpro, quenched FRET peptide cleavage | inhibition, % at 6 µM | 0.14% of 290,000 active | AID 1706; in the data active = inhibition above about 12%
Vc quorum ag – inducers of Vibrio cholerae quorum light production without autoinducers. V. cholerae BH1578 lux reporter, luminescence, 6 h. activation, % at 18.7 µM. 0.16% of 350,000 active; in the data active = activation mostly above about 9.7%, no sharp cut-off; note: not every result past the cut was called active; inactives centre near 0; reference of the scale not given here
SSB-PriA inh – K. pneumoniae PriA-SSBct interaction inhibition | inhibition, % at 33 µM | AID 1272365 | AlphaScreen SSBct-PriA binding, biotinylated peptide | 0.6% of 430,000 active; in the data active = inhibition mostly above about 37%, no sharp cut-off; inactive = mostly below about 20%;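 note: plate controls were negative control peptide for no effect and reference peptide for full effect; strong numbers were not always called active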
Rv3671c protease – Rv3671c (M. tuberculosis) protease inhibition; inhibition, % at 5.96 µM; 0.048% of 320,000 active; in the data active = inhibition above about 38%;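 note: extracellular domain of Rv3671c used as enzyme; 0% = enzyme with DMSO and 100% = no enzyme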
Target sequence (P9WHR9 whole entry, looked up, the tested form may be a part): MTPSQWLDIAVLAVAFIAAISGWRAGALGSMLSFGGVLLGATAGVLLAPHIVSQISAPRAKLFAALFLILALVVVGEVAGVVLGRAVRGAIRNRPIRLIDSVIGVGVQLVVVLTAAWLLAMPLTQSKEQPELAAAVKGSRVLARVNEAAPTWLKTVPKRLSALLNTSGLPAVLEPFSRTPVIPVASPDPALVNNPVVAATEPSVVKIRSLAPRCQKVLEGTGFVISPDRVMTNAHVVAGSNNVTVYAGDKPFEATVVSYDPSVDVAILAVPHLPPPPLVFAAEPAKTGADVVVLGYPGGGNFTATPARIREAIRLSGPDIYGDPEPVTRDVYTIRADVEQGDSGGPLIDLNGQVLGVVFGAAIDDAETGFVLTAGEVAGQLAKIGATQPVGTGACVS
PrPC TRFRET – inhibitors of human cell surface prion protein PrPC | 0.43% of 370,000 active | AID 720596 | inhibition, % at 13.8 µM | TR-FRET read-out; in the data active = inhibition above about 24%; note: 0% = median of the test wells and 100% = reference compound wells
CCHFV vOTU inh – blocks the CCHF virus ovarian tumor domain protease; CCHFV vOTU protease, Pep-AMC fluorescence; inhibition, % at 11.5 µM; 0.55% of 370,000 active; in the data active = inhibition above about 30%; note: 0% = vehicle wells with enzyme and 100% = no enzyme wells
Yp Topo-I inh – blocks Yersinia pestis topoisomerase I activity; 0.064% of 360,000 active; activity, % at 10 µM; AID 504884; Y. pestis Topo-I cleavage product accumulation, plate reader; in the data active = activity above about 50%, passing the limit was not always enough; note: inactives centre near 2
TcdB GH inh – inhibitors of Clostridioides difficile toxin B glycohydrolase; P18177; TcdB glycohydrolase enzymatic assay, plate reader; inhibition, % at 9.99 µM; 0.24% of 350,000 active; in the data active = inhibition above about 10%
MazEF act – MazEF (E. coli) toxin RNase activation | P0AE70 | FAM/BHQ RNA-DNA oligo cleavage fluorescence, 5 h | activation, % at 20 µM | 0.32% of 350,000 active; in the data active = activation above about 50%
Target sequence (P0AE70 whole entry, looked up): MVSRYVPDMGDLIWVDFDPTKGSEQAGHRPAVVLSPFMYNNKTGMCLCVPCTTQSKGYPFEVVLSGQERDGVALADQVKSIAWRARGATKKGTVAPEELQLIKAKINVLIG
VHR inh abs – DUSP3 (human) phosphatase inhibition | P51452 | 0.52% of 290,000 active | inhibition, % at 13.3 µM | recombinant VHR phosphatase, pNPP absorbance; in the data active = inhibition above about 50%; note: some compounds called inactive have numbers as strong as hits
Target sequence (P51452 whole entry, looked up): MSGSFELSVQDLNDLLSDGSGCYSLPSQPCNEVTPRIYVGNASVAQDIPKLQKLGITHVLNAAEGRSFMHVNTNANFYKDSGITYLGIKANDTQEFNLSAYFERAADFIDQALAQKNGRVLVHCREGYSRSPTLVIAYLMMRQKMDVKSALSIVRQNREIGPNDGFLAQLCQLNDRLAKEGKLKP
Active calls of the source: *; i = inactive; . = no result given; & = joins results of further samples. This is a subset; count on the stated rates, not on these rows.

SMILES	SARS 3CLpro inh	Vc quorum ag	SSB-PriA inh	Rv3671c protease	PrPC TRFRET	CCHFV vOTU inh	Yp Topo-I inh	TcdB GH inh	MazEF act	VHR inh abs
Cn1c(CNC(=O)c2ccccc2F)nnc1SCc1nc2ccccc2c(=O)[nH]1	1	.	.	-10	9	-4	.	0.4	.	10
COc1ccc(C(=O)Nc2nncs2)c(OC)c1	4	-0.4	-1	2	7	1	-7	1.1	5	-1
COc1ccc2[nH]c(=O)c(CNc3cc(C)ccc3C)cc2c1	-1	-0.7	-2	10	9	-15	-4	0.5	5	9
CC1(c2ccc(OC(F)F)cc2)NC(=O)N(CC(=O)Nc2ccc3c(c2)OCO3)C1=O (stereo unspecified)	-1	-2.8	12	3	3	-9	-8	.	-10	6
COc1ccc(C=C(C#N)c2ccc(OC)cc2)cc1	.	-0.8	-1	.	0	8	21	1.4	-3	.
CCCCCc1nc2sc3c(c2c(=O)n1N)CCC3	2	i	-3	0	-7	1	6	.	-2	30
OCCCc1nc2ccccc2n1Cc1ccccc1	-1	i	2	.	10	-5	-4	0.9	20	9
CC(c1ccccc1)N1CC(C(=O)Nc2ccc(F)cc2)CC1=O (stereo unspecified)	.	-1.4	-10	8	2	-9	3	1.2	-29	.
CCc1ccccc1N(C(=O)Cn1nnc2ccccc21)C(C(=O)NCCOC)c1ccco1 (stereo unspecified)	4	i	-12	-6	-7	1	19	.	-5	11
Cc1cc(C)c2cc(C(=O)N3CCN(c4ncccc4C(F)(F)F)CC3)[nH]c2c1	5	1.1	-7	-5	-2	12	9	1.0	2	6
CC(=O)Nc1ccc(S(=O)(=O)NCCc2ccccn2)cc1	1	i	-2	-6	6	-11	-10	2.0	5	19
Cc1ccc2nc3ccc(N4CCN(C)CC4)nn3c(=O)c2c1	-5	i	7	1	-30	-15	4	.	7	24

As entered above:
`CC(=O)Nc1ccc(S(=O)(=O)NCCc2ccccn2)cc1` | CCHFV vOTU inh: -11
`OCCCc1nc2ccccc2n1Cc1ccccc1` | TcdB GH inh: 0.9
`Cn1c(CNC(=O)c2ccccc2F)nnc1SCc1nc2ccccc2c(=O)[nH]1` | CCHFV vOTU inh: -4
`CC1(c2ccc(OC(F)F)cc2)NC(=O)N(CC(=O)Nc2ccc3c(c2)OCO3)C1=O` (stereo unspecified) | Vc quorum ag: -2.8

(list continues)
SMILES	SARS 3CLpro inh	Vc quorum ag	SSB-PriA inh	Rv3671c protease	PrPC TRFRET	CCHFV vOTU inh	Yp Topo-I inh	TcdB GH inh	MazEF act	VHR inh abs
O=C(Nc1ccc(C(=O)N2CCCc3ccccc32)cc1)c1cccs1	-3	0.0	-5	-3	-7	-5	11	0.1	4	2
O=C1CCCC2=C1C(c1ccc(Br)cc1)c1c([nH]c(=S)[nH]c1=O)N2 (stereo unspecified)	11	-0.4	7	-9	10	6	9	.	0	12
CCOc1ccccc1CNC(c1ccccc1)c1ccccc1	-2	4.6	-80	2	4	27	52*	-2.2	-8	-6
COc1ccc([N+](=O)[O-])c(OC)c1C(=O)NC(=O)Nc1nc(C)nc(C)n1	-7	0.0	4	-9	-6	6	1	0.1	5	29
C=CCOc1ccc(/C=N/n2cncn2)cc1OC	-1	3.8	.	-1	-5	-31	-1	.	-1	17
O=C(c1ccc2ccccc2n1)N1CCN(c2ccccc2)CC1	-1	i	10	0	-3	4	9	0.0	8	14
O=C(O)C1Cc2[nH]cnc2C(c2ccccc2O)N1 (stereo unspecified)	3	-0.1	-2	-1	-3	-4	-7	.	-11	-12
Cc1cc(C(=O)Nc2ccc(F)cc2C)cs1	-2	i	0	-8	-8	-2	2	-1.8	-2	-7
CN(C)c1ccc(P(=O)(OC2CCCCC2)C(O)c2ccccn2)cc1 (stereo unspecified)	6	-0.5	-12	3	-6	10	-8	1.1	1	-3
S=c1nc2ccccc2c2nc(-c3ccccc3)[nH]n12	-3	i	1	2	7	9	-7	.	4	18
C=C(C)C1CC=C(C)/C(=N/NC(=S)Nc2ccccc2)C1 (stereo unspecified)	1	i	.	2	0	2	6	.	-1	2
O=C(c1nc2ccccn2c1CN1CCCC(c2nc3ccccc3o2)C1)N1CCCC1 (stereo unspecified)	-4	i	-1	-6	-5	-2	1	0.7	-2	12

One compound at a time, as listed above.
Shown for `O=C1CCCC2=C1C(c1ccc(Br)cc1)c1c([nH]c(=S)[nH]c1=O)N2` (stereo unspecified) : SARS 3CLpro inh = 11; Vc quorum ag = -0.4; SSB-PriA inh = 7; Rv3671c protease = -9; PrPC TRFRET = 10; CCHFV vOTU inh = 6; Yp Topo-I inh = 9; TcdB GH inh = .; MazEF act = 0; VHR inh abs = 12
Shown for `COc1ccc([N+](=O)[O-])c(OC)c1C(=O)NC(=O)Nc1nc(C)nc(C)n1` : SARS 3CLpro inh = -7; Vc quorum ag = 0.0; SSB-PriA inh = 4; Rv3671c protease = -9; PrPC TRFRET = -6; CCHFV vOTU inh = 6; Yp Topo-I inh = 1; TcdB GH inh = 0.1; MazEF act = 5; VHR inh abs = 29

The listing continues.
SMILES	SARS 3CLpro inh	Vc quorum ag	SSB-PriA inh	Rv3671c protease	PrPC TRFRET	CCHFV vOTU inh	Yp Topo-I inh	TcdB GH inh	MazEF act	VHR inh abs
CCN(CC)c1ccc(C=Nc2cc(C)ccc2C)c(O)c1	2	i	0	-2	-1	8	-1	1.7	2	5
CCC(SC1=NCCS1)C(=O)Nc1nnc(-c2ccccc2OC)s1 (stereo unspecified)	-5	-0.3	-8	-14	0	-2	13	0.8	6	15
CCOC(=O)c1c(N2CCCCC2)c2ccccc2[nH]c1=O	-1	12	-1	4	-5	7	11	.	2	-16
CCOc1cccc(=O)c2c(C)n(Cc3ccco3)c(C)c12	3	11	-14	2	-11	4	5	.	13	-4
CCC(CC)NC(=O)c1cccc(Br)c1	3	-0.1	-4	7	1	-8	10	1.2	-2	1
COc1ccc(/C=N/NC(=O)CC#N)cc1Oc1nc(Cl)ncc1F	2	-1.7	.	-7	0	-13	32	0.4	6	33
Cc1ccc(NC(=O)CCC(=O)N/N=C/c2ccc([N+](=O)[O-])o2)cc1C	-1	3.7	i	-8	-31	29	5	-7.9	1	17
C#CCSc1nnc(-c2sc(-c3ccccc3)nc2C)n1C	-2	-0.2	3	-4	-8	-13	-2	.	0	33
COCCNc1ccc([N+](=O)[O-])cc1C(=O)Nc1cccc(C)n1	-3	-1.4	16	-3	-32	21	3	1.7	7	1
CC(C)OC(=O)Cn1nnc2c(cnn2-c2ccccc2)c1=O	1	i	-1	9	-6	9	10	.	6	13
Cc1nnc(SCC(=O)Nc2sccc2C(N)=O)s1	.	i	-10	-20	0	-17	7	0.8	-6	.
O=C(C1=C[C@@H](c2ccc(Br)cc2)C[C@@H](OCc2ccc(CO)cc2)O1)N1CCOCC1	4	i	-16	-2	-3	1	24	1.2&-0.5	3	26
COc1cc(/C(C)=N/NC(=O)c2cccc(S(=O)(=O)N3CCCC3)c2)cc(OC)c1OC	-12	-0.3	.	0	1	7	-4	-0.9	6	43
Cc1onc(-c2ccccc2Cl)c1C(=O)Nc1nc2ccc(S(C)(=O)=O)cc2s1	5	i	-5	5	4	3	-5	.	9	-7
O=C(N/N=C/c1ccc(F)cc1)c1ccc(OCc2ccccc2)cc1	7	3.3	i	-5	8	-6	1	-0.8	-17	25
Cc1ccccc1-n1c(SCC(=O)NCC2CCCO2)nc2c([nH]c3ccccc32)c1=O (stereo unspecified)	-1	i	8	2	9	9	16	1.9	5	26
Cc1cc(C)cc(NC(=O)CN2C(=O)c3ccccc3C2=O)c1	2	-0.3	-2	-6	-2	6	-2	0.5	1	6
CCCCC(CC)COC1(c2ccccc2)OC(=O)c2ccccc21 (stereo unspecified)	4	-3.7	-29	-4	2	16	36	.	-3	10
COc1ccc(-c2nnc(NC(=O)c3ccc(S(=O)(=O)N(C)CC4CCCO4)cc3)o2)c(OC)c1 (stereo unspecified)	3	-0.4	-5&-8	-43	-5	11	12	0.0	2	-4
CCCC1C(c2ccco2)NC(c2ccco2)CC1(C)O (stereo unspecified)	4	1.1	-6	0	6	10	7	.	-1	22
CSC1=NCCN1C(=O)c1ccc2c(c1)OCO2	3	i	2	4	-3	6	12	.	4	15
CCn1c(O)c(C=C2N=c3ccccc3=N2)sc1=S	1	-0.8	-1	6	-1	-3	-2	0.6	-2	20
O=C(c1cc(C2CC2)nn1-c1ccccc1)N1CCN(Cc2ccccc2F)CC1	.	0.3	4	.	0	2	14	0.9	-1	.
CC1CCN(C2=NC(=O)/C(=C/c3cccc(O)c3)S2)CC1	-1	i	15	10	-28	1	-4	-0.5	-2	.
Cc1ccc2[nH]c(=O)c3cc(C(=O)N4CCN(C(=O)c5ccco5)CC4)sc3c2c1	-5	i	-11	-4	-3	-15	8	0.8	11	17
CCCCCCC1CC(=O)NC(=S)N1 (stereo unspecified)	-2	i	-9	-4	4	-17	7	1.3	1	-3
c1ccc(CNc2nc(N3CCOCC3)nc(N3CCOCC3)n2)cc1	2	-0.7	8	-13	-5	12	-2	.	-3	8
CC(=O)c1ccc(NC(=O)Cn2nc(C)c([N+](=O)[O-])c2C)cc1	4	3.0	5	3	6	4	3	4.4	-4	-10
CCC(=O)Nc1ccc2c(c1)Cc1cc(NC(=O)CC)ccc1-2	-1	-0.5	-8	.	8	-5	-4	3.0	3	-13
CC(=O)c1sc(NC(=O)C2(F)C(F)(F)C(F)(F)C(F)(F)C(F)(F)C2(F)F)nc1C	12	i	-9	2	10	18	3	0.5	-1	30
CSCCC(NC(=O)c1occc1C)C(=O)O (stereo unspecified)	-1	i	-12	3	5	15	1	.	-3	2
CN(Cc1ccc(Cl)cc1)C(=O)COC(=O)CSc1ccc([N+](=O)[O-])cc1	.	-0.6	-2	-5	-15	2	14	0.6	2	.
COC(=O)C1(C)NC(c2cccc(C)c2)C2C(=O)N(c3ccc(F)cc3)C(=O)C21 (stereo unspecified)	-2	i	-8	1	7	-5	-11	-1.1	-6	36
COCCNC(=O)C(c1ccc(C)o1)N(C(=O)c1snc(C(N)=O)c1N)c1ccc(C)cc1 (stereo unspecified)	4	-0.4	10	-3	6	-11	-6	.	-3	3
CN1CC(=O)N(CC(=O)Nc2ccc(Br)cc2F)C1=O	6	-3.3	2	15	7	-6	1	-0.9	-1	10
CCC(=O)N(c1nnc(SCC(=O)Nc2ccccc2Cl)s1)C1CC1	.	-2.0	-7	-4	-8	5	5	1.5	8	.
Cc1cccc(N2C(=O)N3[C@H](c4ccc(F)cc4)[C@@H]4C(=O)N(C5CCCCC5)C(=O)[C@@H]4[C@]3(Cc3ccccc3)C2=O)c1	9	-0.4	14	-14	-6	4	-6	1.0	-4	17
Cc1cc(C)nc(N(C#N)Cc2ccccc2)n1	-4	4.8	-5	-4	-3	5	3	.	5	21
O=C(c1n[nH]c2ccccc12)N1CCN(S(=O)(=O)c2ccc(Cl)cc2)CC1	.	i	-2	-14	-2	-4	2	1.3	6	.
CNC(=O)c1sc2nc(-c3ccc(OC)cc3)cn2c1C	-7	-1.0	-7	0	9	5	-4	5.0	18	8
COc1ccc(C2/C(=C(/O)c3ccc(C)cc3)C(=O)C(=O)N2c2ccccn2)cc1 (stereo unspecified)	4	i	.	2	0	-3	0	0.4	2	-11
Cc1ccc(NCc2nnc(SCc3ccc(C#N)cc3)n2Cc2ccco2)c(C)c1	6	-3.4	5	0	6	-11	-4	.	-2	4
COC(=O)C1=C(c2ccc(F)cc2F)C[C@@H]2CC[C@H]1N2C(=O)N1CCCCC1	.	-0.4	-11	-6	1	1	5	1.2	3	.
Cc1cc(Oc2ccc(C#N)cc2)nc(N2CCOCC2)n1	-3	25*	-1	2	-6	3	5	.	-3	-16
CCCCOc1ccc(Br)cc1CSC(=N)N	2	i	-93	.	25*	20	-3	1.9	6	-13
N#Cc1ccc(NCC(=O)Nc2ccc3c(c2)OCCO3)cc1	1	-0.1	-7	-2	10	2	-24	0.1	3	7
Cc1ccc(C(=O)N/N=C\c2ccc[nH]2)cc1[N+](=O)[O-]	-3	.	.	0	1	6	4	.	6	17
O=C(COC(=O)c1ccc(Cl)c(S(=O)(=O)NCc2ccccc2)c1)NCC1CCCO1 (stereo unspecified)	-1	-0.2	-6	-7	-4	5	-12	0.4	0	17
Cc1ccc(S(=O)(=O)NC[C@H]2O[C@@H](n3cnc4c(N)ncnc43)[C@H](O)[C@@H]2O)s1	.	i	-1	-6	5	-7	-2	0.1	3	.

From PubChem BioAssay
